Screens deposited in PubChem BioAssay by The Scripps Research Institute Molecular Screening Center.
MITF inh: blocks human microphthalmia-associated transcription factor | O75030 | AlphaScreen MITF homodimerization, bead proximity signal | AID 1259374 | inhibition, % at 2.6 µM | 0.91% of 650,000 active; in the data active means inhibition above about 50%;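 further: 0% = vehicle wells with protein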
TEAD-YAP block: TEAD-YAP interaction inhibition; inhibition, % at 9.12 µM; HEK-TIYL cells, TEAD-Gal4/YAP UAS-luciferase luminescence; 1.4% of 640,000 active; AID 1259422; in the data active means inhibition above about 32%;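 further: 0% = median of test compound wells and 100% = reference inhibitor wells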
GPR151 activ: activates the human receptor GPR151. activation, % at 11.2 µM. PathHunter beta-arrestin GPR151 cells, luminescence. 1% of 650,000 active. Q8TDV0; in the data active means activation above about 4.9%;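 further: 0% = median of compound wells and 100% = cells with positive control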
FBW7 act: human FBW7 E3 ligase activation, primary screen; Q969H0; normalized activity (activation), % at 26.1 µM; 0.13% of 650,000 active; AlphaScreen FBW7–phospho-cyclin E peptide binding, activator screen; AID 1259310; in the data active means normalized activity above about 1.9%;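 further: purified mutant Fbw7 with reduced substrate affinity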
Target sequence (Q969H0 whole entry, looked up): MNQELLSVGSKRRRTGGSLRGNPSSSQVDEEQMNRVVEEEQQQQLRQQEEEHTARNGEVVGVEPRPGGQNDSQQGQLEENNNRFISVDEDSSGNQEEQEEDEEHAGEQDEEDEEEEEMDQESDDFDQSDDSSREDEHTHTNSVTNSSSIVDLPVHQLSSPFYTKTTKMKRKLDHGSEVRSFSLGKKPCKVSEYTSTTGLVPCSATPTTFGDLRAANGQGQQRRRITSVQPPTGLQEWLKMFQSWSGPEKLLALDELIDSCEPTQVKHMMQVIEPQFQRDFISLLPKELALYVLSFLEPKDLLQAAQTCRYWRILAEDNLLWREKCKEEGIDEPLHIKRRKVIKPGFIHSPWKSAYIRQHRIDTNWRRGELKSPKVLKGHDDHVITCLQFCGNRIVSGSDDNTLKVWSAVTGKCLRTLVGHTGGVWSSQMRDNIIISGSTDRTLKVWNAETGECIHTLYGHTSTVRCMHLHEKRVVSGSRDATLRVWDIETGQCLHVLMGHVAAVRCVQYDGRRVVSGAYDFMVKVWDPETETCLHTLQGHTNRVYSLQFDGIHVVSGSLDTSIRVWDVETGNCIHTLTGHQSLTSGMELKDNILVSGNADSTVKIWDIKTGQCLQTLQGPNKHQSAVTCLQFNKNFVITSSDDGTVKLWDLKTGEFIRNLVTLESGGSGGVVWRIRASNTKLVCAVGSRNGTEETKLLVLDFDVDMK
Active calls of the source: *.

SMILES	MITF inh	TEAD-YAP block	GPR151 activ	FBW7 act
CC(C)OCP(=O)(c1ccccc1)c1ccccc1	7	-3	0.4	-0.1
CCOc1cccc(C2CC(c3cccc(Br)c3)=NC(c3cc(Br)ccc3F)N2)c1O (stereo unspecified)	-9	-11	-2.5	0.1
O=C(Nc1cc(C(F)(F)F)ccc1Oc1ccccc1-c1ccccc1)c1cccnc1	19	6	-1.4	0.5
CN1CCC(=NNC(=O)c2sc3ccccc3c2Cl)CC1	-6	5	-0.5	0.0
COc1cccc(-c2nc3ccccc3c(=O)n2NC(=O)c2cc(-c3ccccc3)nc3ccccc23)c1	2	9	0.5	0.0
COc1ccc(C(=O)c2sc3nc(C)cc(-c4cccs4)c3c2N)cc1OC	-17	-5	6.9*	-0.1
Cc1nc2c3cccnc3nn2c(C)c1CCC(=O)N1CCc2ccccc21	0	-11	-1.2	0.0
COC(=O)CCCNC(=O)CC1C(=O)NCCN1Cc1ccoc1 (stereo unspecified)	-5	-2	0.2	0.5
Cc1cc(C)cc(NC(=O)CCN2CCC(C(N)=O)CC2)c1	-3	14	2.6	1.1
COc1ccc(CCNC(=O)CSc2nc3ccsc3c(=O)n2-c2ccccc2)cc1OC	1	6	-1.0	0.1
CC(=O)c1ccc(NS(=O)(=O)c2ccc(Cl)c(C(=O)O)c2)cc1	3	7	1.4	-0.2
CCCCN1C(=O)C2C3C=CC(C2C1=O)C1C2C(=O)N(CCCC)C(=O)C2C31 (stereo unspecified)	3	-4	-0.6	0.0
CCOc1cc2c(cc1OCC)C(c1cc(OC)c(O)c(OC)c1)NCC2 (stereo unspecified)	-9	2	-1.8	0.0
CCOc1cc(/C=C/c2cc(C(F)(F)F)[nH]c(=O)n2)ccc1OCc1ccc(F)cc1	12	14	-1.1	0.5
CCCCCNC(=O)c1c[nH]c2ccc(S(=O)(=O)N(C)c3ccc(OCC)cc3)cc2c1=O	-20	-6	1.0	-0.1
CC(NC(=O)/C(=C\c1ccc2c(c1)OCO2)NC(=O)c1ccco1)C(=O)O (stereo unspecified)	0	1	-1.8	-0.1
CCOC(=O)N1CCN(C(=O)c2cnn(-c3ccccc3)c2NC(=O)c2ccccc2F)CC1	17	-5	0.8	0.1
CC1CCCCC1NC(=O)CO/N=C/c1ccc(OC(F)F)cc1 (stereo unspecified)	9	15	-1.0	1.2
N#Cc1ccc(Nc2nnc(-c3cc4c(ccc5ccccc54)oc3=O)s2)cc1	8	0	0.9	-0.1
Cc1cccc(N(CC(=O)Nc2ccc(S(=O)(=O)N3CCCCC3)cc2)S(=O)(=O)c2ccccc2)c1C	-7	-9	0.0	-0.1
CC(C)NC(=O)NCCN1CCN(c2ccccc2)CC1	12	7	-0.7	0.0
COCCn1c(Cc2cccn2C)nnc1SCC(=O)Nc1nnc(C)s1	4	4	0.0	0.0
CCOC(=O)c1[nH]nc2c1C(=O)N(c1ccc(F)cc1)C2=O	3	9	-1.4	0.1
Cc1cc(/C=N/NC(N)=S)c(C)n1-c1cccc(Cl)c1	5	16	0.0	-0.3
CC(C)COc1ccc(C(=O)N/C(=C\c2ccco2)C(=O)N2CCOCC2)cc1	5	0	-0.4	0.1

The list goes on (3 carried over from the part before).
SMILES	MITF inh	TEAD-YAP block	GPR151 activ	FBW7 act
CCOC(=O)c1[nH]nc2c1C(=O)N(c1ccc(F)cc1)C2=O	3	9	-1.4	0.1
Cc1cc(/C=N/NC(N)=S)c(C)n1-c1cccc(Cl)c1	5	16	0.0	-0.3
CC(C)COc1ccc(C(=O)N/C(=C\c2ccco2)C(=O)N2CCOCC2)cc1	5	0	-0.4	0.1
OCCC1CN(Cc2ccc3nsnc3c2)CCN1Cc1cccs1 (stereo unspecified)	-3	-10	-0.1	0.0
CN(C)C(=O)CSc1nc2ccccc2n1CC(=O)NC(C)(C)C	-4	-5	0.8	-0.1
O=C(CSc1c2c(nc3ccccc13)CCCC2)NCc1cccnc1	-17	-5	0.3	-0.2
CCC1(C)Nc2ccccc2C(=O)N1c1ccc(C)c(Cl)c1 (stereo unspecified)	16	-35	-2.2	0.3
O=C(NCCCN1CCc2ccccc2C1)c1cc2c(s1)CS(=O)(=O)C2	8	5	-0.9	0.0
CCCCC(NS(=O)(=O)c1ccc(NC(C)=O)cc1)C(=O)O (stereo unspecified)	8	11	0.3	0.0
CC1=C(C(N)=O)C(c2ccccc2Cl)n2nc(-c3cccc(O)c3)nc2N1 (stereo unspecified)	-12	11	2.9	0.1
NC(=O)c1ccc(C(F)(F)F)cc1	2	4	0.5	0.2
COc1ccccc1OCC(=O)N/N=C/C=C/c1ccccc1	22	4	-1.1	0.0
CCCn1c(C)cn2c3c(=O)n(CC(=O)OCc4ccccc4)c(=O)n(C)c3nc12	2	-1	1.3	-0.4
COc1ccc(OC)c(/C=C2\SC(N3CCOCC3)=NC2=O)c1	20	9	-2.4	-1.0
CCOC(=O)C1=C(C)N=c2s/c(=C\c3ccc(O)c(OC)c3)c(=O)n2C1c1ccc(Cl)cc1 (stereo unspecified)	-6	-4	0.4	0.0
COc1ccccc1C(=O)OCc1ccc2sc(C)nc2c1	12	5	-1.3	0.3
Cc1ccc(NC2CC(C)N(C(=O)c3ccccc3C)c3c(C)cccc32)cc1 (stereo unspecified)	3	-8	1.4	0.1
CCN1CCN(CC(=O)Nc2ccc(F)cc2)CC1	83*	-1	0.1	0.0
O=C(Nc1ccc(F)cc1Cl)c1cn(-c2ccc(Cl)cc2)c(=O)c2ccccc12	-5	-15	-1.2	0.7
O=C(c1cc(-c2ccccc2)nc2ccccc12)N1CCN(c2ccccc2)CC1	-5	7	0.4	-0.1
CCCOc1ccc(C(=O)NCCO)cc1	-10	-7	0.0	-0.9
COc1cccc(-n2nc(C(=O)N3CCN(c4ccccc4F)CC3)c3ccccc3c2=O)c1	-2	14	1.8	0.1
O=C(COC(=O)CN1C(=O)c2cccc([N+](=O)[O-])c2C1=O)NC1CCS(=O)(=O)C1 (stereo unspecified)	15	8	0.8	0.3
Cc1ccc(-n2nc3c(c2NC(=O)c2ccc(Cl)c([N+](=O)[O-])c2)CSC3)cc1	12	-4	2.4	0.9
O=[N+]([O-])c1cccc(S(=O)(=O)N2CCN(Cc3ccccc3)CC2)c1	12	1	-1.9	-0.1
Cc1ccc(Cl)cc1N(CC(=O)NCc1ccco1)S(C)(=O)=O	-8	-3	3.5	-0.1
Cc1nc2c(nnn2Cc2ccccc2)c(=O)n1C	9	6	-1.4	-0.1
CCOc1ccc(S(=O)(=O)N(CC(=O)NC(C)C)c2ccccc2)cc1	-11	-6	-1.1	-0.1
SMILES	MITF inh	TEAD-YAP block	GPR151 activ	FBW7 act
CCOc1ccc(-n2c(CNC(=O)c3ccc(S(=O)(=O)N4CCOCC4)cc3)nnc2SCC(=O)Nc2ccc(OC)cc2)cc1	8	-5	0.0	0.1
Fc1cccc2sc(N3CCc4ccccc4C3)nc12	-12	-25	-1.8	0.0
O=C(Nc1ccccc1)c1ccc(O)c([N+](=O)[O-])c1	1	3	-1.9	0.0
Cc1cc(NCc2cccc(C(F)(F)F)c2)nc(Nc2cccnc2)n1	-10	5	2.9	0.1
O=C(COc1ccc(Cl)cc1)NCc1cc(-c2cccs2)on1	-1	11	5.2*	0.3
Cc1ccccc1SCCNC(=O)Nc1cc(F)c(F)cc1Cl	-4	-4	-1.5	-0.1
O=C(Nc1ncn[nH]1)c1ccc(F)cc1	-3	5	1.9	-0.2
Cc1nc2cc(C(=O)NCC3CCCO3)ccc2n1-c1ccc(Br)cc1 (stereo unspecified)	0	10	-0.9	-0.2
Cc1nc(N)nc(-c2ccccc2O)n1	6	-12	-0.5	-0.1
COc1cc(OC)cc(-n2nc(C(=O)N3CCN(c4ccccc4F)CC3)c3ccccc3c2=O)c1	2	3	2.6	-0.1
CCOC(=O)c1ccc(NC(=O)NNC(=O)c2cccc(F)c2)cc1	9	-2	2.6	-0.1
COc1cccc(N2C(=O)C(O)=C(C(C)=O)C2c2ccccc2[N+](=O)[O-])c1 (stereo unspecified)	5	-5	0.8	0.4
CCNCCNc1ccc([N+](=O)[O-])cc1	-5	-4	-1.5	-0.2
Clc1ccc(OCCn2ccnc2)cc1Cl	24	-1	1.0	0.0
CCOCCOC(=O)c1ccc(NC(=O)C2COc3ccccc3O2)cc1 (stereo unspecified)	20	-11	-1.1	0.2
CCOc1ccc(Nc2nc(C)cc(C)c2C(N)=O)cc1	-10	9	0.9	0.1
CC/C(Cc1ccccc1)=N/NC(=O)CCC(=O)N/N=C(/CC)Cc1ccccc1	-9	-10	-1.2	-0.1
CCN(CC)S(=O)(=O)c1ccc(Cl)c(C(=O)Nc2cccc(C(=O)O)c2)c1	10	5	0.8	0.2
CCOC(=O)C1=C(C)NC(SCC(=O)c2ccc(Cl)cc2)=C(C#N)C1CC(C)C (stereo unspecified)	-1	8	-0.6	-0.1
Cc1ccc2nc(-c3cccnc3)cc(C(=O)Nc3sc(C)c(C)c3C(N)=O)c2c1	2	-2	-1.4	0.0
CCn1c(C(=O)O)c(CC(=O)Nc2ccc(Oc3ccccc3)cc2)c2ccccc21	-4	-15	-0.7	0.0
COc1ccc2c(CNCc3ccc4c(c3)OCO4)c(C(=O)O)n(C)c2c1	10	4	-1.0	0.6
Cc1ccc(NC(=O)C(=O)NCc2cccnc2)cc1C	-4	-15	-1.6	0.0
COc1ccc(-c2nc(NCCCN3CCCC3=O)nc(OC)n2)cc1	7	-5	-1.3	0.0
Cc1ccc(CN2CCN(Cc3cc(CC(C)C)n[nH]3)CC2CCO)o1 (stereo unspecified)	0	7	0.4	-0.2

Laid out differently: results already given
molecule: Clc1ccc(OCCn2ccnc2)cc1Cl
  MITF inh: 24; TEAD-YAP block: -1; GPR151 activ: 1.0; FBW7 act: 0.0

molecule: CCOCCOC(=O)c1ccc(NC(=O)C2COc3ccccc3O2)cc1 (stereo unspecified)
  MITF inh: 20; TEAD-YAP block: -11; GPR151 activ: -1.1; FBW7 act: 0.2

molecule: CCOc1ccc(Nc2nc(C)cc(C)c2C(N)=O)cc1
  MITF inh: -10; TEAD-YAP block: 9; GPR151 activ: 0.9; FBW7 act: 0.1

molecule: CC/C(Cc1ccccc1)=N/NC(=O)CCC(=O)N/N=C(/CC)Cc1ccccc1
  MITF inh: -9; TEAD-YAP block: -10; GPR151 activ: -1.2; FBW7 act: -0.1

Some values from the results shown:
MITF inh with O=C(Nc1ccccc1)c1ccc(O)c([N+](=O)[O-])c1 stands at 1
MITF inh with CCOc1ccc(-n2c(CNC(=O)c3ccc(S(=O)(=O)N4CCOCC4)cc3)nnc2SCC(=O)Nc2ccc(OC)cc2)cc1 stands at 8
GPR151 activ with O=C(Nc1ncn[nH]1)c1ccc(F)cc1 stands at 1.9

An excerpt of these results, as labelled records:
smiles: Cc1nc(N)nc(-c2ccccc2O)n1
  MITF inh: 6
  TEAD-YAP block: -12
  GPR151 activ: -0.5
  FBW7 act: -0.1

smiles: COc1ccc(OC)c(/C=C2\SC(N3CCOCC3)=NC2=O)c1
  MITF inh: 20
  TEAD-YAP block: 9
  GPR151 activ: -2.4
  FBW7 act: -1.0

(further entries)
SMILES	MITF inh	TEAD-YAP block	GPR151 activ	FBW7 act
Cc1ccc(C(=O)[C@@H]2[C@@H](c3ccc(F)cc3)C(C#N)(C#N)[C@H]3C=Cc4ccccc4N23)cc1	-6	-2	-0.5	-0.2
Cc1cc(Cl)ccc1OCC(=O)N1CCC[C@@H]2CN(C(=O)c3ccco3)CC[C@@H]21	-15	-9	-0.2	-0.2
CC(=O)N[C@H](Cc1ccc(Cl)cc1)c1nc2ncc(-c3ccncc3)cc2[nH]1	34	10	-1.1	0.4
CC(=O)Nc1cccc(-c2cnc3c(Nc4ccc(O)cc4)nccn23)c1	-21	4	-6.2	0.0
Cc1cccc(C)c1N1C(=O)CC(Nc2cccc([N+](=O)[O-])c2)C1=O (stereo unspecified)	-5	3	0.1	-0.2
O=c1c2sccc2nc(SCc2cccc([N+](=O)[O-])c2)n1-c1ccc(Cl)cc1	5	-9	-1.6	0.0
COc1ccc(NC(=O)CSc2cc(=O)n(C)c3cc(Cl)ccc23)c(OC)c1	3	2	0.3	-0.1
O=C(CCc1ccccc1Cl)NCC1CCC2(CCN(Cc3ccccn3)CC2)O1 (stereo unspecified)	13	1	-0.8	-0.1
O=C(Nc1ccc(F)c(Cl)c1)N1CCN(c2cc(N3CCCCC3)ncn2)CC1	8	-3	1.3	0.8
O=C(Nc1ccccc1)c1ccc2nc(N3CCC(N4CCOCC4)CC3)sc2c1	3	-29	-0.4	0.1
CC(=O)n1c2ccccc2c2nc(N)sc21	-2	0	0.0	-0.4
CN(C)c1ccc(C(=O)Nc2ccc(F)c(Cl)c2)cc1	13	-12	-5.7	0.0
O=C(Nc1ccc(Br)cc1F)N1CCC(CN2CCCC2)CC1	-9	-9	-2.0	0.1
NC(=O)c1cc(Cc2ccccc2)sc1NC(=O)C1CCCO1 (stereo unspecified)	-11	-51	-0.4	-0.1
CCN1CCN(C(=O)CN2Cc3ccccc3C2=O)CC1	-5	-3	0.5	0.1
O=C(CSc1ccccc1)N/N=C/c1ccccc1O	4	-3	-0.1	-0.1
CN(C)c1cccc(Nc2cc(NCCCN3CCCC3=O)ncn2)c1	3	-9	-1.1	-0.1
CCN1CCN(Cc2c(O)c(Cl)cc3c(C)cc(=O)oc23)CC1	40	9	-0.8	-0.2
CN1CCN(c2ccccc2NC(=O)COc2ccc(Cl)cc2)CC1	9	9	2.7	-0.2
